Assay outcomes (PubChem BioAssay)
Gal4-VP16 FLuc = counter-screen for ROR gamma inhibitors: Gal4-VP16 reporter. Drosophila S2 Gal4-VP16 UAS-luciferase, luminescence, 20 h. Potency, µM (series often up to 53.6 µM), inactives show at the top dose activity, negative = inhibition, actives largely listed as inhibitors. hit rate 3.5% among 310,000;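 note: Gal4-VP16 expression switched on by copper sulfate through the metallothionein promoter; potency is the fitted concentration of half-maximal effect; % is set by controls: 0 for no effect and ±100 for the full control effect; nearly all actives have a fitted effect of over 50% in size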
ELG1 genotox = induces genotoxicity in HEK293T cells with luciferase-tagged ELG1; hit rate 1.3% among 330,000; HEK293T ELG1-luciferase reporter, luminescence, 16 h; AID 504466; Potency, µM (series often up to 46 µM), for the others: at the highest dose activity change, positive = activation, hits mostly activators; note: potency is the fitted concentration of half-maximal effect; % of control where 0% means no effect; nearly all actives have a fitted effect of over 60% in size
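Step 1: seed 2,000 HEK293T ELG1-luciferase cells per well. Step 2: add compound or DMSO, incubate 16 hr at 37 °C. Step 3: ONE-Glo, 30 min at room temperature, read luminescence.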
FBPA coupling cs = inhibits coupling enzyme system, counter-screen for aldolase hits; coupling enzyme system counterscreen, AmpLite Red fluorescence; activity change, negative = inhibition, % at 58.2 µM, hits read low; hit rate 0.67% among 290,000; AID 2472; in the data active = activity change below about -30%; note: % is set by controls: 0 for no effect and ±100 for the full control effect
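Counterscreen of the coupled detection system alone, without aldolase: glyceraldehyde-3-phosphate coupling enzymes plus AmpLite Red readout. Compounds at 57.5 uM final, 10 min RT preincubation, 20 min RT reaction, fluorescence 525/598 nm.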
FLuc counter = inhibits or activates purified firefly luciferase, miR-21 counter-screen; hit rate 6.9% among 360,000; purified FLuc, Km substrates, luminescence inhibition; Potency, µM (titrated, usually from 57.5 µM), without a hit: at the top dose activity change, negative = inhibition, actives largely listed as inhibitors; P08659;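 note: potency is the fitted concentration of half-maximal effect; plate controls were vehicle for no effect and reference inhibitor for full effect; nearly all actives have a fitted effect of over 55% in size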
Target sequence (P08659 whole entry, looked up): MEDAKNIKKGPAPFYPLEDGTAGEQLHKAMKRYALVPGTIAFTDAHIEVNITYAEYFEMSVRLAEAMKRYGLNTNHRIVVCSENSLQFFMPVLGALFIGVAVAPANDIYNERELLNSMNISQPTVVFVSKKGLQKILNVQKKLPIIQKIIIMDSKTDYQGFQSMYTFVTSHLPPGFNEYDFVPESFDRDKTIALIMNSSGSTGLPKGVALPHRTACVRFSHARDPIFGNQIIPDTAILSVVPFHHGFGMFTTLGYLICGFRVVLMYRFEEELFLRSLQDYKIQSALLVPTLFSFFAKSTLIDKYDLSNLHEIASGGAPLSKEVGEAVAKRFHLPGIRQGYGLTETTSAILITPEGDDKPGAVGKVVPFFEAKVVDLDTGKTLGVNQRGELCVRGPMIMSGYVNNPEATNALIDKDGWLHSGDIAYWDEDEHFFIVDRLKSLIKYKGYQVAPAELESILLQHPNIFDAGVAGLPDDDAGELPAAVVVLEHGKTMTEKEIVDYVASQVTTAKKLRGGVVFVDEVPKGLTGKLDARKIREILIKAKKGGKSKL
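Biochemical qHTS of compounds, final roughly 60 µM downward over six points, against 10 nM purified firefly luciferase using Km concentrations of substrates (10 uM D-luciferin, 10 uM ATP) in Tris acetate pH 7.5 buffer; luminescence output.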
Rab9 prom act = activates the Rab9 promoter | Potency, µM (highest dose often 9.22 µM), for inactives: top-dose activation, negative = inhibition, most hits filed as activators | hit rate 2.8% among 320,000 | Huh7 Rab9 promoter-luciferase reporter, luminescence, 24 h | AID 485297; note: potency is the fitted concentration of half-maximal effect; % of control where 0% means no effect; nearly all actives have a fitted effect of over 60% in size
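Cells were plated at 1500 per well in reduced-serum medium with 10% FBS and left 2 h. Compound in DMSO was then added for 24 h at 37 °C. Reporter signal was read by luminescence after 10 min with luciferase detection reagent.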
Tb PFK block = blocks T. brucei phosphofructokinase; O15648; T. brucei PFK, ADP-Glo luminescence; Potency, µM (series often up to 57.5 µM), for inactives: at the top dose activity, negative = inhibition, actives largely listed as inhibitors; hit rate 0.17% among 330,000; AID 485367;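 note: potency is the fitted concentration of half-maximal effect; 0% = uninhibited 1x PFK enzyme wells and -100% = no-enzyme wells; nearly all actives have a fitted effect of over 60% in size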
Target sequence (O15648 whole entry, looked up): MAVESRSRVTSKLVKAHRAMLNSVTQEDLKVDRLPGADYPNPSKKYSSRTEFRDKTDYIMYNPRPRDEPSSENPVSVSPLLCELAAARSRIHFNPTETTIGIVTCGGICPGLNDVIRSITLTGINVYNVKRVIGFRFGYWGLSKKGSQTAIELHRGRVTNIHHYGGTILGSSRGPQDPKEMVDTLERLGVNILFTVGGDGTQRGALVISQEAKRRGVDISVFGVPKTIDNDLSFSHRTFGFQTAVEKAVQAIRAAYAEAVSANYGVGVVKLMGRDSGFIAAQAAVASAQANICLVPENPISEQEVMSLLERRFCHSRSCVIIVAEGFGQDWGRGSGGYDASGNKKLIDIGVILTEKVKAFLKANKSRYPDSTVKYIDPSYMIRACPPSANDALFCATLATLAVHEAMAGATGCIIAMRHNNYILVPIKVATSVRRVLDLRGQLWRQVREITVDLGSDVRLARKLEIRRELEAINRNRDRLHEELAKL
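Activity is normalized to no-enzyme wells (full inhibition) and 1.25 nM enzyme wells (no inhibition). Reaction: 0.5 mM F6P, 0.1 mM ATP, 45 min RT, ADP-Glo luminescence; concentration-response curves fitted and classed by quality.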
KCNH2 3.1 inh = KCNH2 3.1 (human) potassium channel inhibition; U2OS KCNH2 3.1, thallium flux FluxOr; active compounds read low; activity change, % (tested at about 1.8 µM); hit rate 0.95% among 340,000;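 active = maximum activity change below -70%; inconclusive = maximum activity change from -70% to -50%; inactive = maximum activity change above -50%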;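 note: thallium influx rate constant from kinetic fluorescence after stimulation buffer; % is set by controls: 0 for no effect and ±100 for the full control effect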
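Measured as rate of thallium-driven FluxOr signal in transduced U2OS cells carrying the 3.1 channel, read kinetically for 2 min upon stimulation; values are rate constants scaled to DMSO control wells.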
RORgamma inh = inhibitors of mouse ROR gamma transcriptional activity; Drosophila S2 Gal4-RORgamma UAS-luciferase reporter, 20 h; Potency, µM (series often up to 53.6 µM), inactives show at the top dose activity change, negative = inhibition, hits mostly inhibitors; hit rate 5.4% among 310,000; note: potency is the fitted concentration of half-maximal effect; % is set by controls: 0 for no effect and ±100 for the full control effect; nearly all actives have a fitted effect of over 60% in size
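Luminescence from a UAS-regulated Photinus luciferase reporter in stably transfected Drosophila Schneider cells is measured; decreased signal marks ROR gamma inhibition. Fusion expression is induced by 700 uM copper sulfate for 20 hr.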
Giardia killer = Giardia lamblia killing. Giardia lamblia trophozoite viability. activity change, % at 7.66 µM, hits read low. hit rate 0.15% among 340,000. AID 540267; in the data active = activity change below about -80%; inconclusive = between about -30% and that limit;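 note: parasites exposed to compound for two days anaerobically before the ATP read; % is set by controls: 0 for no effect and ±100 for the full control effect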
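Each well holds 100 Giardia trophozoites and compound. After two days (48 hrs) at 37 deg C in anaerobic conditions, ATP is quantified by luminescence.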
NPC1 promoter act = activators of NPC1 promoter; Potency, µM (top dose mostly 9.22 µM), for inactives: top-dose activation, hits mostly activators; hit rate 2.4% among 320,000; Huh7 NPC1 promoter luciferase reporter, 24 h; AID 485313;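 note: potency is the fitted concentration of half-maximal effect; % of control where 0% means no effect; nearly all actives have a fitted effect of over 60% in size; reporter is driven by a mutant NPC1 promoter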
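Cells: Huh7 expressing luciferase under the NPC1 promoter, 1500/well. Seeded 2 h, compound added, incubated 24 h at 37 °C. Luciferase reagent, 10 min ambient, then luminescence.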
uPA generation = inhibitors of cell surface uPA generation. cell surface uPA generation assay, qHTS. Potency, µM (doses to about 38.3 µM), without a hit: top-dose activity change, negative = inhibition, usual class: inhibitors. hit rate 0.31% among 330,000. AID 540303; active = well fitted inhibition curve with a large enough effect; inconclusive = small, poorly fitted or top-dose-only effect; inactive = no such curve, though single readings can be large or run the other way; tested in mouse RAW 264.7 cells; note: potency is the fitted concentration of half-maximal effect; % is set by controls: 0 for no effect and ±100 for the full control effect; nearly all actives have a fitted effect of over 55% in size
Active calls of the source: *; ? = inconclusive; / = not tested or not shown; & = joins results of further samples; [ ] = dose if it differs, or a comment. Unless noted, calls come from the whole dose curve; as a rule, active = well fitted curve in the direction sought with a large enough effect; inconclusive = small, poorly fitted or top-dose-only effect, or another doubt; inactive = no such curve, though single readings can be large; an effect the other way counts as inactive or inconclusive.

SMILES | Gal4-VP16 FLuc | ELG1 genotox | FBPA coupling cs | FLuc counter | Rab9 prom act | Tb PFK block | KCNH2 3.1 inh | RORgamma inh | Giardia killer | NPC1 promoter act | uPA generation
Cc1cc(=O)oc2cc(OCC(=O)Nc3ccc(S(=O)(=O)N(C)C)cc3)ccc12 | 25.0% | 0.3% | -1.6 | 0.2% | 0.1% | 4.5% | 4.1 | -3.2% | 3.6 | -0.9% | -10.4%
COc1ccc(Cl)cc1Nc1nc(-c2sc(NC(=O)c3ccco3)nc2C)cs1 | -8.5% | -8.2% | 0.2 | ? | -3.6% | -0.2% | 1.8 | -29.4% | ? | -8.7% | -8.3%
CCN(CC)S(=O)(=O)c1ccc(C(=O)N(c2ccc(C)cc2)C2C=CS(=O)(=O)C2)cc1 (stereo unspecified) | ? | -4.6% | 2.2 | -1.1% | 1.3% | 0.0% | -21.2 | 38.2% | -14.4 | -4.9% | 1.0%
O=C(O)c1cc(NC(=O)c2ccc(Cl)c([N+](=O)[O-])c2)cc(C(=O)O)c1 | 1.4% | ? | 5.0 | -5.0% | -11.1% | 17.8% | -16.9 | 6.3% | -9.5 | -3.8% | 0.5%
Cc1cc(=O)n(-c2ccc(Cl)cc2)c(=O)[nH]1 | -0.4% | 3.9% | 0.0 | -2.6% | -3.0% | -6.4% | -5.2 | -0.1% | 4.6 | -2.2% | 3.2%
COc1ccc(CNC(=O)COC(=O)c2ccc(C)c(S(=O)(=O)N3CCOCC3)c2)cc1OC | / | 0.2% | / | -0.8% | -4.0% | -4.4% | -6.1 | / | 5.2 | -1.3% | ?
Cn1c(=O)cc(OCCCC(=O)NCc2ccc(F)cc2Cl)c2ccccc21 | -0.5% | -2.8% | -2.8 | -2.2% | -1.5% | 0.6% | -0.6 | ? | -5.0 | -4.9% | -1.0%
COCCCn1nnnc1SCC(=O)Nc1ccc2c(c1)OCCO2 | -5.4% | 3.2% | -4.1 | -9.4% | -1.3% | -7.4% | 0.0 | 18.2% | 14.9 | -0.8% | 0.8%
Cc1ccc(CCNC(=O)CCS(=O)(=O)c2cc3c(cc2C)NC(=O)CO3)cc1 | 4.5% | -1.2% | 0.2 | 1.1%&0.6% | 4.3% | 3.8% | -29.7 | -28.2% | -17.8 | 0.0% | 1.1%
O=C(Nc1ncc2c(n1)CC(c1ccco1)CC2=O)c1ccccc1 (stereo unspecified) | 15.4% | 9.4% | 0.6 | 4.6%[2.3 µM] | 26.7% | -0.8% | -24.0 | 25.2% | 2.1 | 15.8% | 3.0%
O=C(COC(=O)CCC1CCCCC1)Nc1ccc(OC(F)F)cc1 | -13.0% | 0.3% | -4.4 | -1.8% | -8.4% | -5.7% | 0.2 | -8.9% | 2.7 | 3.2% | 9.9%
O=C(CN1CCCCCCC1)Nc1cc(Cl)cc(Cl)c1 | 2.0% | -8.5% | 0.6 | 3.9% | -3.4% | 1.9% | 1.4 | -8.2% | -21.5 | -4.1% | -4.5%
CCc1nnc(NC(=O)CSc2nnc(C)n2Cc2ccccc2)s1 | -11.0% | 0.7% | -0.4 | 2.2% | -0.2% | 5.1% | 5.9 | 11.4% | 13.3 | -2.3% | 0.9%
COc1ccc(C)cc1NC(=O)CCS(=O)(=O)c1ccc2c(c1)CCN2C(C)=O | -6.9% | -4.1% | 0.3 | 3.8% | -7.5% | -5.5% | 13.8 | 9.0% | -6.0 | -9.1% | 3.9%
O=C(NCc1cccs1)C1CCN(S(=O)(=O)c2ccccc2F)CC1 | 8.0% | -3.9% | 7.1 | 1.3% | -0.5% | 2.9% | 20.0 | ? | -7.9 | -0.5% | -8.8%
O=C(NCc1cccs1)C1CC(c2ccc(Cl)c(Cl)c2)=NO1 (stereo unspecified) | 14.6% | 3.6% | 5.0 | -1.2% | -0.4% | 4.5% | 14.6 | -5.7% | -0.5 | -3.3% | -22.2%
O=C(Nc1ccccc1C(=O)N1CCCCCC1)c1cccc(S(=O)(=O)N2CCOCC2)c1 | / | -0.3% | 3.7 | -0.2% | -2.8% | 6.5% | -6.8 | -18.6%[0.365 µM] | 3.1 | -6.6% | 2.0%
CC1CN(S(=O)(=O)c2ccc(C(=O)N3CCc4ccccc43)cc2)CC(C)O1 (stereo unspecified) | / | 2.0% | / | 1.5% | -7.8% | -1.6% | 0.4 | / | 1.4 | -3.1%[1.84 µM] | 6.9%
O=S(=O)(NCCSCc1c(Cl)cccc1Cl)c1ccc2c(c1)OCCO2 | -3.1% | -2.3% | / | 2.7% | 17.2% | 2.4% | -11.7 | 24.9% | -0.9 | -1.0% | 1.6%
O=c1[nH]c(SCc2cccc([N+](=O)[O-])c2)nc2[nH]ncc12 | -12.8% | 8.0% | 0.1 | -4.5% | -5.0% | 10.7% | -0.7 | 1.2% | -7.9 | -0.8% | -15.8%
CCOc1ccccc1Nc1nnc(Cc2ccccc2Cl)c(=O)[nH]1 | -9.7% | -3.4% | -1.4 | -1.8% | 8.5% | -1.6% | 3.1 | -26.4% | 8.4 | -0.5% | 4.8%
Cc1ccccc1-n1ncc(C(C)NC(=O)c2ccccc2)c1C (stereo unspecified) | -3.0% | -5.9% | 3.3 | ? | 1.1% | 3.9% | 15.4 | 5.7% | 26.2 | 1.6% | 2.9%
CCOc1ccccc1CNC(=O)C1CCN(C(=O)c2sccc2-n2cccc2)CC1 | -10.7% | -4.9% | 4.8 | 0.1% | 0.9% | 2.5% | -9.8 | 19.7% | -17.4 | 0.8% | -0.9%
CC(C)CN(C(=O)COC(=O)c1ccccc1NCc1ccco1)c1c(N)n(Cc2ccccc2)c(=O)[nH]c1=O | / | -0.8% | / | 0.3% | -5.4% | 0.5% | 1.4 | / | 0.3 | -2.1% | 2.9%
CC1CCc2c(sc(NC(=O)CSc3nnc(-c4ccccc4)o3)c2C#N)C1 (stereo unspecified) | 19.5% | 9.4% | 3.0 | 2.1% | 1.1% | -0.3% | -2.6 | -36.2% | 12.0 | -2.4% | 2.6%
Cn1ncc2nc[nH]c(=O)c21 | -4.5% | -2.5% | 1.3 | -0.8% | -5.7% | 0.7% | -6.6 | 0.7% | 10.1 | 1.7% | 0.1%
Cc1cccc(C)c1OCC(O)CN1CCCCC1 (stereo unspecified) | 12.0% | -0.3% | -0.8 | -0.2% | 2.7% | -2.7% | 6.2 | 7.1% | 13.9 | -1.3% | 8.9%
CCOC(=O)CSc1nc2sc(C)c(C)c2c(=O)n1C | -0.6% | 4.7% | 3.4 | -1.4% | -0.4% | 9.9% | 3.5 | -3.1% | 8.5 | -0.7% | 0.4%
Cc1cnc(NC(=O)Nc2ccc(OCc3ccccc3)cc2)c(Br)c1 | -5.2% | 3.9% | 0.1 | -10.8% | 18.2% | -1.9% | -3.8 | 32.2% | 3.1 | 3.1% | -4.7%
Cc1sc2ncnc(SCC(=O)NC3CCCC3)c2c1C | 25.7% | 3.3% | 3.8 | 1.4% | 2.1% | -0.1% | -6.6 | 21.8% | -3.6 | -3.8% | -1.1%
O=C(CN1CCN(C(C(=O)Nc2ccc(F)cc2)c2ccccc2)CC1)NC1CC1 (stereo unspecified) | / | -0.7% | / | 5.6% | -1.0% | -0.9% | 11.5 | / | -25.3 | 0.4% | -2.3%
Cc1ccc2c(c1)C(c1ccccc1)N(C(=O)c1cc3ccccc3oc1=O)CC(=O)N2 (stereo unspecified) | -3.6% | -2.3% | 2.2 | 1.9% | 0.3% | -0.1% | -16.2 | 16.2% | -9.5 | 0.3% | 3.1%
Brc1cc2c(cc1Br)OCCOCCOCCO2 | -0.6% | -5.4% | -4.2 | -2.5% | -5.8% | -3.4% | 2.6 | 18.1% | -4.3 | 7.7% | -5.9%
CCOC(=O)Cc1csc(NC(=O)CSc2nnc(-c3ccncc3)o2)n1 | -5.7% | -7.9% | 2.6 | 3.5% | -2.7% | -1.8% | 7.6 | ? | -8.1 | 0.3% | -4.0%
Cc1ccc(-c2ccc(/C=C(\C#N)C(N)=S)n2C)cc1 | ? | 16.5% | -1.8 | 4.78µM* | ? | -0.7% | -2.1 | 2.24µM* | -12.5 | ? | 5.1%
CCN(C(=O)c1ccc(S(C)(=O)=O)cc1)C12CC3CC(CC(C3)C1)C2 | -7.6% | -2.3% | 1.8 | -1.3% | -3.5% | 6.4% | 10.5 | 38.6% | -26.9 | -3.0% | 7.0%
